PABP1 MLLE inh: inhibitors of microRNA-mediated deadenylation, human PABP1 MLLE binding; P11940; GST-MLLE / FITC-PAM2 fluorescence polarization; inhibition, % at 20 µM; 0.36% of 360,000 active; AID 588489; in the data active means inhibition above about 35%, passing the limit was not always enough;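 further: plate controls were DMSO wells with GST-MLLE for no effect and wells lacking GST-MLLE protein for full effect; some results filed as inactive read as strong as hits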
FAS TE block: FAS thioesterase (human) inhibition | inhibition, % at 15 µM | recombinant FAS-TE, OMFH fluorogenic substrate, fluorescence endpoint | 0.67% of 360,000 active;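 active means compounds whose normalised, plate-corrected inhibition of enzyme fluorescence in the single-dose primary screen is 50% or more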;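 further: 0% = DMSO with enzyme and 100% = substrate without enzyme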
TbMetRS inhib: Trypanosoma brucei MetRS inhibition. purified T. brucei MetRS, ATP depletion, Kinase-Glo luminescence. inhibition, % at 11.9 µM. 0.4% of 360,000 active. AID 624268;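 active means inhibition above a per-plate cutoff of the control wells' mean inhibition plus 3 SD, cut at about 5.5% in these data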;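 further: 0% = DMSO wells median and 100% = median of wells with control inhibitor compound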
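Material: T. brucei methionyl-tRNA synthetase, purified; reagent: substrates ATP, L-methionine and bulk Escherichia coli tRNA; dosing: 11.9 µM single point; timing: 15 min plus 2 h at 25 °C; detection: luminescence of leftover ATP; evaluation: % inhibition; control set: DMSO-only wells as low control; replicates: singlicate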
eLon inh: inhibits E. coli Lon protease; purified E. coli Lon protease, fluorescence polarization; inhibition, % at 7.94 µM; P0A9M0; 0.42% of 360,000 active; in the data active means inhibition above about 13%, passing the limit was not always enough;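 further: 0% = enzyme with probe and DMSO and 100% = no enzyme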
SKN-1 inh: C. elegans SKN-1 inhibition | C. elegans VP596 Pgst-4::GFP/RFP ratio, acrylamide-induced, 24 h | 0.49% of 360,000 active | inhibition, % at 21.8 µM;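 active means interference check ratio from 0.5 to 1.5 plus GFP to RFP signal ratio inhibition reaching or exceeding a fixed threshold, cut at about 30% in these data, passing the limit was not always enough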; further: some compounds called inactive have numbers as strong as hits
MT1-MMP act inh: inhibitors of human MT1-MMP activation; AID 651647; 0.061% of 360,000 active; GFP/RFP ratio change, % at 20 µM; HT1080 RFP-PRO-GFP cells, GFP/RFP ratio fluorescence, overnight; percent of plate control window, DMSO zero;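 active means GFP/RFP ratio change of at least 30% with cell ATP level not reduced by more than half and red fluorescence within 50% of control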; further: strong numbers were not always called active
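system = RFP-PRO-GFP reporter HT1080 cells | dosing = 20 µM single dose, 1% DMSO | timing = overnight cell settling, then overnight compound exposure, 37 °C, 5% CO2 | read-out basis = GFP/RFP fluorescence ratio | controls = DMSO and RFP-L50D-GFP cell wells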
CendR NRP1 mod: NRP-1/CendR interaction modulation; O14786; FAM-RPARPAR peptide binding to NRP-1, fluorescence polarization; inhibition, % at 25 µM; 0.85% of 360,000 active; AID 602438;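 active means inhibition or corrected inhibition above about 18%, plus a signal ratio from 0.5 to 1.5, limit read from the data, passing the limit was not always enough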; further: strong numbers were not always called active
MsrA inhibitor: bovine MsrA inhibition; purified bovine MsrA, absorbance read-out; inhibition, % at 15.5 µM; 0.75% of 360,000 active; in the data active means inhibition above about 4.5%;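 further: 0% = vehicle wells with enzyme and 100% = reference inhibitor wells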
MsrA act: bovine methionine sulfoxide reductase A activation; purified bovine MsrA, absorbance read-out; activation, % at 10.6 µM; 0.3% of 360,000 active; in the data active means activation above about 7.5%;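 further: 0% = vehicle and 100% = reference activator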
Numbers without * were called inactive.

Results for CC(C)C(=O)Nc1cc(=O)[nH]c2ncnn12 ?
PABP1 MLLE inh: 0; FAS TE block: -7; TbMetRS inhib: -0.2; eLon inh: -9; SKN-1 inh: 2; MT1-MMP act inh: 3; CendR NRP1 mod: 3; MsrA inhibitor: -1.0; MsrA act: -1

Results for Cc1c(Cl)cccc1NC(=O)CNC(=O)Cc1c[nH]c2ccccc12 ?
PABP1 MLLE inh: -7; FAS TE block: -1; TbMetRS inhib: 0.3; eLon inh: -7; SKN-1 inh: -1; MT1-MMP act inh: 2; CendR NRP1 mod: 0; MsrA inhibitor: -1.2; MsrA act: 1

How did CC(C)(O)CNC(=O)C(Cc1ccccc1)N1C(=O)c2ccccc2C1=O (stereo not given) do in these assays?
PABP1 MLLE inh: -20; FAS TE block: 2; TbMetRS inhib: -0.3; eLon inh: -1; SKN-1 inh: 0; MT1-MMP act inh: -1; CendR NRP1 mod: 0; MsrA inhibitor: 0.3; MsrA act: -1

What do the screens show for `COC(=O)C1CCN(C(=O)c2cc(-c3ccco3)nc3ccccc23)CC1`?
PABP1 MLLE inh: 20; FAS TE block: -1; TbMetRS inhib: -0.4; eLon inh: 26; SKN-1 inh: -12; MT1-MMP act inh: -5; CendR NRP1 mod: -13; MsrA inhibitor: 1.4; MsrA act: -13

What do the screens show for `CCN1C(=O)/C(=C2/Sc3ccccc3N2CC)SC1=S`?
PABP1 MLLE inh: 9; FAS TE block: -8; TbMetRS inhib: 0.0; eLon inh: -2; SKN-1 inh: 5; MT1-MMP act inh: -13; CendR NRP1 mod: 48*; MsrA inhibitor: 0.5; MsrA act: -4

Results for CCCCc1nc(SCc2ccc([N+](=O)[O-])cc2)n[nH]1 ?
PABP1 MLLE inh: -8; FAS TE block: 43; TbMetRS inhib: -0.5; eLon inh: 3; SKN-1 inh: 20; MT1-MMP act inh: 0; CendR NRP1 mod: 3; MsrA inhibitor: -1.6; MsrA act: -4

What do the screens show for `O=C(O)c1ccc(S(=O)(=O)Nc2ccc(O)c(Sc3nc4ccccc4s3)c2)cc1`?
PABP1 MLLE inh: 15; FAS TE block: -3; TbMetRS inhib: -0.2; eLon inh: -4; SKN-1 inh: 2; MT1-MMP act inh: -1; CendR NRP1 mod: -38; MsrA inhibitor: 1.9; MsrA act: -7

How did O=C(OCc1nnc(-c2ccc(Cl)cc2)o1)c1ccc(=O)n(Cc2ccccc2)n1 do in these assays?
PABP1 MLLE inh: -3; FAS TE block: 9; TbMetRS inhib: 0.0; eLon inh: 6; SKN-1 inh: 10; MT1-MMP act inh: -6; CendR NRP1 mod: 2; MsrA inhibitor: -0.8; MsrA act: 0

How did Cn1c(N)c(C(=O)CSc2n[nH]c(N)n2)c(=O)n(C)c1=O do in these assays?
PABP1 MLLE inh: 19; FAS TE block: -7; TbMetRS inhib: -0.2; eLon inh: -11; SKN-1 inh: 2; MT1-MMP act inh: 3; CendR NRP1 mod: -3; MsrA inhibitor: 1.5; MsrA act: 0

Results for C[C@H]1NC(=O)[C@@]2(C)[C@H](c3ccccc3)[C@H]3COc4ccccc4[C@@H]3N2C1=O ?
PABP1 MLLE inh: -6; FAS TE block: -14; TbMetRS inhib: -0.2; eLon inh: -8; SKN-1 inh: -7; MT1-MMP act inh: 2; CendR NRP1 mod: 2; MsrA inhibitor: 0.0; MsrA act: 1

How did O=C(Nc1ccc(S(=O)(=O)N2CCOCC2)cc1)c1cccnc1 do in these assays?
PABP1 MLLE inh: -13; FAS TE block: -5; TbMetRS inhib: -0.4; eLon inh: 2; SKN-1 inh: 6; MT1-MMP act inh: -4; CendR NRP1 mod: 5; MsrA inhibitor: -0.5; MsrA act: -2

Results for COc1cccc(CNC(=O)C2(C)Oc3ccccc3NC2=O)c1 (stereo not given) ?
PABP1 MLLE inh: 6; FAS TE block: -3; TbMetRS inhib: 0.1; eLon inh: 8; SKN-1 inh: 12; MT1-MMP act inh: -11; CendR NRP1 mod: 6; MsrA inhibitor: -0.1; MsrA act: -2

How did Cc1cc(C)n(-c2ccc(F)cc2)c(=O)c1C(=O)O do in these assays?
PABP1 MLLE inh: -5; FAS TE block: -6; TbMetRS inhib: -0.1; eLon inh: 0; SKN-1 inh: -9; MT1-MMP act inh: -1; CendR NRP1 mod: -3; MsrA inhibitor: 0.1; MsrA act: -1

Results for CC(=O)N1N=C(c2cccs2)CC1c1cccs1 (stereo not given) ?
PABP1 MLLE inh: -8; FAS TE block: -6; TbMetRS inhib: -0.3; eLon inh: -9; SKN-1 inh: 8; MT1-MMP act inh: 1; CendR NRP1 mod: 5; MsrA inhibitor: 0.3; MsrA act: -4

Results for O=C(CN1CCN(C(=O)C2CCCO2)CC1)Nc1c(Cl)cccc1Cl (stereo not given) ?
PABP1 MLLE inh: 1; FAS TE block: -6; TbMetRS inhib: 0.0; eLon inh: -3; SKN-1 inh: 9; MT1-MMP act inh: -3; CendR NRP1 mod: 7; MsrA inhibitor: -1.4; MsrA act: -1

How did CC(C)NCCOc1cccc(Br)c1 do in these assays?
PABP1 MLLE inh: 1; FAS TE block: -10; TbMetRS inhib: 0.1; eLon inh: -5; SKN-1 inh: 23; MT1-MMP act inh: 2; CendR NRP1 mod: 9; MsrA inhibitor: 0.4; MsrA act: -3

What do the screens show for `CCCC1=Nc2cc(C(=O)N3CCCC3)ccc2Sc2ccc(C)cc21`?
PABP1 MLLE inh: 3; FAS TE block: 9; TbMetRS inhib: -0.1; eLon inh: -8; SKN-1 inh: 3; MT1-MMP act inh: 0; CendR NRP1 mod: 10; MsrA inhibitor: 0.0; MsrA act: -1

Results for COc1cccc(C(=O)c2cn(CC(=O)NCc3ccco3)c3nc(C)ccc3c2=O)c1 ?
PABP1 MLLE inh: -3; FAS TE block: -5; TbMetRS inhib: 0.2; eLon inh: -10; SKN-1 inh: 9; MT1-MMP act inh: 1; CendR NRP1 mod: -13; MsrA inhibitor: 1.2; MsrA act: -3

What do the screens show for `COc1ccc(S(=O)(=O)NC(=O)C2(C)CCN2C(=O)C2CCCCC2)cc1OC` (stereo not given)?
PABP1 MLLE inh: 11; FAS TE block: -8; TbMetRS inhib: -0.2; eLon inh: -4; SKN-1 inh: 4; MT1-MMP act inh: -2; CendR NRP1 mod: -6; MsrA inhibitor: 1.2; MsrA act: -1

How did CC1CCC(NC(=O)c2ccc(Br)o2)CC1 (stereo not given) do in these assays?
PABP1 MLLE inh: -9; FAS TE block: -11; TbMetRS inhib: -0.3; eLon inh: -14; SKN-1 inh: 2; MT1-MMP act inh: 1; CendR NRP1 mod: -12; MsrA inhibitor: -0.6; MsrA act: -5

How did CN(C)c1ccc(C(=O)OCC(=O)Nc2cccc(S(=O)(=O)N3CCCC3)c2)cc1 do in these assays?
PABP1 MLLE inh: -4; FAS TE block: 17; TbMetRS inhib: -0.2; eLon inh: 1; SKN-1 inh: 15; MT1-MMP act inh: 2; CendR NRP1 mod: 0; MsrA inhibitor: 1.9; MsrA act: -3

Results for CC(=O)NC1C(=O)N(CC(C)C)c2ccccc21 (stereo not given) ?
PABP1 MLLE inh: 5; FAS TE block: -8; TbMetRS inhib: -0.1; eLon inh: 9; SKN-1 inh: 6; MT1-MMP act inh: 3; CendR NRP1 mod: -11; MsrA inhibitor: 1.0; MsrA act: -2

Results for CCOC(=O)CCc1c(C)nc(-n2[nH]c(C)c(CCO)c2=O)[nH]c1=O ?
PABP1 MLLE inh: -2; FAS TE block: -2; TbMetRS inhib: 0.6; eLon inh: -2; SKN-1 inh: 9; MT1-MMP act inh: 2; CendR NRP1 mod: 12; MsrA inhibitor: 0.9; MsrA act: -1

Results for Nc1nnc(SCC(=O)NC2CCCc3ccccc32)s1 (stereo not given) ?
PABP1 MLLE inh: -10; FAS TE block: -6; TbMetRS inhib: 0.1; eLon inh: -4; SKN-1 inh: -11; MT1-MMP act inh: -1; CendR NRP1 mod: 8; MsrA inhibitor: 0.2; MsrA act: -2

What do the screens show for `Cc1cccc(C)c1NC(=S)NCCc1ccccn1`?
PABP1 MLLE inh: 9; FAS TE block: -9; TbMetRS inhib: -0.1; eLon inh: -1; SKN-1 inh: 0; MT1-MMP act inh: 3; CendR NRP1 mod: 1; MsrA inhibitor: -0.2; MsrA act: -3

How did CCN1CCc2c(OCC(=O)N3CCC(C)CC3)cccc2C1=O do in these assays?
PABP1 MLLE inh: -9; FAS TE block: 0; TbMetRS inhib: 0.2; eLon inh: 4; SKN-1 inh: -9; MT1-MMP act inh: 3; CendR NRP1 mod: 5; MsrA inhibitor: 0.1; MsrA act: -9

How did CCC(NC(=O)NCc1ccccc1)(C(F)(F)F)C(F)(F)F do in these assays?
PABP1 MLLE inh: 2; FAS TE block: -3; TbMetRS inhib: -0.2; eLon inh: 8; SKN-1 inh: 8; MT1-MMP act inh: -11; CendR NRP1 mod: -15; MsrA inhibitor: 0.1; MsrA act: -3

What do the screens show for `CCOC(=O)c1cccc(-n2c(C)cc(C=O)c2C)c1`?
PABP1 MLLE inh: 12; FAS TE block: -8; TbMetRS inhib: 0.0; eLon inh: 0; SKN-1 inh: 9; MT1-MMP act inh: -3; CendR NRP1 mod: -3; MsrA inhibitor: 0.5; MsrA act: -2

How did CC1CCCCN1C(=O)C(=O)c1cn(CC(=O)N2CCCCCC2)c2ccccc12 (stereo not given) do in these assays?
PABP1 MLLE inh: 17; FAS TE block: -9; TbMetRS inhib: 0.0; eLon inh: 1; SKN-1 inh: 18; MT1-MMP act inh: -5; CendR NRP1 mod: 12; MsrA inhibitor: 0.9; MsrA act: -3

Results for NCCCC[C@H]1CNC(=O)C(=O)N1CC1CCCCC1 ?
PABP1 MLLE inh: -2; FAS TE block: -10; TbMetRS inhib: -0.5; eLon inh: -9; SKN-1 inh: -3; MT1-MMP act inh: 0; CendR NRP1 mod: 18*; MsrA inhibitor: 0.0; MsrA act: -4

What do the screens show for `Clc1ccc2c(c1)C1=C(C(c3ccncc3)O2)C(c2ccc(Br)cc2)n2ncnc2N1` (stereo not given)?
PABP1 MLLE inh: -6; FAS TE block: 71*; TbMetRS inhib: -0.2; eLon inh: 1; SKN-1 inh: -4; MT1-MMP act inh: -60; CendR NRP1 mod: 6; MsrA inhibitor: 0.8; MsrA act: -3

Filtered by structure, those above with a Cl atom
Results for Cc1c(Cl)cccc1NC(=O)CNC(=O)Cc1c[nH]c2ccccc12 ?
PABP1 MLLE inh: -7; FAS TE block: -1; TbMetRS inhib: 0.3; eLon inh: -7; SKN-1 inh: -1; MT1-MMP act inh: 2; CendR NRP1 mod: 0; MsrA inhibitor: -1.2; MsrA act: 1

How did O=C(OCc1nnc(-c2ccc(Cl)cc2)o1)c1ccc(=O)n(Cc2ccccc2)n1 do in these assays?
PABP1 MLLE inh: -3; FAS TE block: 9; TbMetRS inhib: 0.0; eLon inh: 6; SKN-1 inh: 10; MT1-MMP act inh: -6; CendR NRP1 mod: 2; MsrA inhibitor: -0.8; MsrA act: 0

Results for O=C(CN1CCN(C(=O)C2CCCO2)CC1)Nc1c(Cl)cccc1Cl (stereo not given) ?
PABP1 MLLE inh: 1; FAS TE block: -6; TbMetRS inhib: 0.0; eLon inh: -3; SKN-1 inh: 9; MT1-MMP act inh: -3; CendR NRP1 mod: 7; MsrA inhibitor: -1.4; MsrA act: -1

What do the screens show for `Clc1ccc2c(c1)C1=C(C(c3ccncc3)O2)C(c2ccc(Br)cc2)n2ncnc2N1` (stereo not given)?
PABP1 MLLE inh: -6; FAS TE block: 71*; TbMetRS inhib: -0.2; eLon inh: 1; SKN-1 inh: -4; MT1-MMP act inh: -60; CendR NRP1 mod: 6; MsrA inhibitor: 0.8; MsrA act: -3

High-throughput results as filed in PubChem BioAssay.
